# High-throughput results from PubChem.
# RXFP1 ag – qHTS Assay for Agonists of the Relaxin Receptor RXFP1; HEK293T-RXFP1 cAMP TR-FRET, 30 min; response scale: percent of porcine relaxin response, buffer zero; Relaxin receptor 1 (Homo sapiens), Q9HBX9; Potency, µM (top dose mostly 57.5 µM), for the others: top-dose activation, usual class: activators; actives 0.3% (n = 370,000); note: potency is the fitted concentration of half-maximal effect; % is set by controls: 0 for no effect and ±100 for the full control effect; nearly all actives have a fitted effect of over 60% in size; many of its hits are not listed in these tables
# Target sequence (Q9HBX9 whole entry, looked up): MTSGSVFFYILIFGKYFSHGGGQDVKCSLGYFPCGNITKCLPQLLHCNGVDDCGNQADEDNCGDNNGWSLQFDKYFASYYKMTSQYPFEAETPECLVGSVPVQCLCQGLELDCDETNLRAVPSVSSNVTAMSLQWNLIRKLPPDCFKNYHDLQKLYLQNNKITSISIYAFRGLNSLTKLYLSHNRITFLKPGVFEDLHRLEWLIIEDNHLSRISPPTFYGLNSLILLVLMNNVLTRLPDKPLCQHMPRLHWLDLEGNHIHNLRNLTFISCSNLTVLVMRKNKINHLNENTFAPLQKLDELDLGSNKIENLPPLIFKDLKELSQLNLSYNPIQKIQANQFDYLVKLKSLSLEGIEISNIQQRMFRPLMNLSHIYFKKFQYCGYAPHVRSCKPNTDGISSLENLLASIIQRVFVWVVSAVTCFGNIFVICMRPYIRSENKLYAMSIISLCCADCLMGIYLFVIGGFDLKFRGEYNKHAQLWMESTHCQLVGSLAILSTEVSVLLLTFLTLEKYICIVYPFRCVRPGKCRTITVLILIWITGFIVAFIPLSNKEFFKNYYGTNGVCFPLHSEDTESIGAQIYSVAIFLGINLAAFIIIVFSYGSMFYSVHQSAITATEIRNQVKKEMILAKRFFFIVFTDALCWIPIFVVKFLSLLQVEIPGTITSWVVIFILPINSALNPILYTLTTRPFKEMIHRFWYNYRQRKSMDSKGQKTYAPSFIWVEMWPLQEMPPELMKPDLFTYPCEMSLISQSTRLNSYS
#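 cAMP rise read by TR-FRET after 30 min, 37C compound exposure (up to 58 uM) in RXFP1-transfected HEK293 cells with Ro 20174 present. EC50 from Hill-equation fits, with 29 nM porcine relaxin as 100% and buffer as basal.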
# USP1 inh – Inhibitors of USP1/UAF1: Primary Screen | Ubiquitin carboxyl-terminal hydrolase 1 (Homo sapiens), O94782 | recombinant USP1/UAF1, Ub-Rhodamine cleavage fluorescence | Potency, µM (top dose mostly 57.1 µM), for the others: at the highest dose activity change, negative = inhibition, most hits filed as inhibitors | actives 0.23% (n = 390,000); note: potency is the fitted concentration of half-maximal effect; % is set by controls: 0 for no effect and ±100 for the full control effect; nearly all actives have a fitted effect of over 60% in size; inactives centre near -12
#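 High-throughput fluorogenic screen: 1nM USP1/UAF1 complex, Ub-Rho substrate 150nM final, 50mM HEPES pH 7.8 with 0.5mM EDTA, 0.1 mg/ml BSA, 1mM TCEP and 0.01% Tween-20.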
# GRP78 ERSR act – qHTS for Inducers of the Endoplasmic Reticulum Stress Response (ERSR) in Human Glioma: qHTS; U87-MG GRP78 promoter luciferase reporter, 16 h; Potency, µM, inactives show top-dose activation, actives largely listed as activators; actives 0.02% (n = 420,000); AID 602332, 2012; note: potency is the fitted concentration of half-maximal effect; series mostly up to about 76 µM; % of control where 0% means no effect; nearly all actives have a fitted effect of over 35% in size
#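 ERSR induction read as luciferase luminescence (Bright-Glo, 10 min at room temperature) in stably transfected human U87-MG glioma cells exposed to compounds for 16 h, using GRP78 as sensor.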
# mIDH1 inhibitor – qHTS for Inhibitors of mutant isocitrate dehydrogenase 1 (IDH1): qHTS; Isocitrate dehydrogenase [NADP] cytoplasmic (Homo sapiens), O75874; IDH1-R132H enzyme, NADPH consumption, diaphorase/resazurin fluorescence; actives 0.093% (n = 390,000); AID 602179, 2012; Potency, µM (doses to about 76.6 µM), inactives show top-dose activity change, negative = inhibition, actives largely listed as inhibitors; note: potency is the fitted concentration of half-maximal effect; % is set by controls: 0 for no effect and ±100 for the full control effect; nearly all actives have a fitted effect of over 65% in size
#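 IDH1-R132H (0.5 ug/mL dispensed) in pH 7.5 Tris buffer was preincubated 30 min with compound, then given a substrate mix of 0.016 mM NADPH and 2 mM alpha-KG for 80 min at room temperature; remaining NADPH was read by diaphorase/resazurin fluorescence.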
# Vif-A3G inh – qHTS for Inhibitors of Vif-A3G Interactions: qHTS. DNA dC->dU-editing enzyme APOBEC-3G (Homo sapiens), Q9HC16. HeLa A3G-eYFP + Vif (tagged APOBEC3G with the HIV-1 protein that degrades it), YFP fluorescence, overnight. Potency, µM (doses to about 46.1 µM), without a hit: at the highest dose activity, negative = active, actives largely listed as inhibitors. actives 0.076% (n = 410,000);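 note: potency is the fitted concentration of half-maximal effect; % is set by controls: 0 for no effect and ±100 for the full control effect; nearly all actives have a fitted effect of over 60% in size; hits raise eYFP signal because A3G escapes Vif-driven loss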
#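 Read-out is eYFP fluorescence (Ex 488/Em 500-530) from Vif-expressing HeLa A3G-eYFP cells; more signal means A3G escaped Vif-mediated degradation. Cells plated overnight, compound pinned in, incubated overnight at 37 deg C.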
# LDHA inh – qHTS assay for inhibitors of human lactate dehydrogenase; purified LDHA, NADH/diaphorase-resazurin fluorescence; active compounds read low; activity change, % (values are at about 110 or 230 µM); actives 0.15% (n = 480,000); AID 1347041, 2019; in the data active = activity change below about -30%; inconclusive = mostly about -25% to -30%;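 note: plate controls were DMSO wells for no effect and wells without enzyme for full effect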
#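 LDH5 2 nM; NADH 0.06 mM, pyruvate 0.2 mM; 200 mM Tris pH 7.4, EDTA, Tween-20; 5 min RT. Detection: diaphorase 0.133 mg/mL + resazurin 37 µM, fluorescence ex540/em590 at 0 and 20 min; normalized to enzyme-free and DMSO wells.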
# TrxR1 substrate – qHTS Assay for Substrates of Mammalian Selenoprotein Thioredoxin Reductase 1 (TrxR1): qHTS | Thioredoxin reductase 1, cytoplasmic (Rattus norvegicus), O89049 | purified TrxR1 substrate turnover, NADPH consumption readout | Potency, µM (highest dose often 114 µM), for the others: top-dose activity change, negative = substrate turnover | actives 0.01% (n = 390,000) | AID 588456, 2011; note: potency is the fitted concentration of half-maximal effect; % is set by controls: 0 for no effect and ±100 for the full control effect; nearly all actives have a fitted effect of over 50% in size
#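 Rat TrxR1, dispensed at 90 nM, was prereduced with 400 uM NADPH (final) for 5 min at ~22 deg C, then incubated with compound 15 min before 400 uM selenite. A first-read NADPH fluorescence drop versus no-compound background flagged substrates.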
# PI4K2A inh – qHTS for small molecular inhibitors of PI4K2A. Phosphatidylinositol 4-kinase type 2-alpha (Homo sapiens), Q9BTU6. purified PI4K2A, ADP-Glo luminescence, 1 h; active compounds read low. actives 0.13% (n = 420,000). activity change, negative = inhibition, % at 76.9 µM; in the data active = activity change below about -50%; inconclusive = mostly about -30% to -49%;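 note: -100% = wells without enzyme as full effect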
#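 ADP-Glo luminescence measured ADP generated by PI4K2A enzyme (4 ug/mL before mixing) with 1.2 mM PI substrate (pre-mix) and 300 microM ATP (pre-mix). Tris pH7.5 buffer with MgCl2, Triton X-100; 1 h reaction at ambient temperature.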
# Vif-A3F inh – qHTS for Inhibitors of Vif-A3F Interactions: qHTS; Potency, µM (highest dose often 46.1 µM), inactives show at the highest dose activity, negative = active; AID 602313, 2012; actives 0.2% (n = 390,000); HeLa A3F-eYFP + Vif (tagged APOBEC3F with the HIV-1 protein that degrades it), YFP fluorescence increase; note: potency is the fitted concentration of half-maximal effect; % of control where 0% means no effect; nearly all actives have a fitted effect of over 65% in size
#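 HeLa cells stably expressing A3F-eYFP plus Vif, plated and incubated overnight at 37 deg C, then exposed to compounds overnight at 37 deg C. Blocked degradation read as raised yellow fluorescence (Ex 488/Em 500-530).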
# * = called active by the depositor; ? = inconclusive; . = no result given; [ ] = another dose, or the depositor's remark. Unless noted, calls come from the whole dose curve; as a rule, active = well fitted curve in the direction sought with a large enough effect; inconclusive = small, poorly fitted or top-dose-only effect, or another doubt; inactive = no such curve, though single readings can be large; an effect the other way counts as inactive or inconclusive.
SMILES,RXFP1 ag,USP1 inh,GRP78 ERSR act,mIDH1 inhibitor,Vif-A3G inh,LDHA inh,TrxR1 substrate,PI4K2A inh,Vif-A3F inh
Cc1ccc2oc(C(=O)NCCC3CCCCO3)c(C)c2c1 (stereo not drawn),3.6%,-25%,-7%,0%,0%,0,6%,-2,1%
N#CC1=C(SCc2ccc(C#N)cc2)N=C(N)C(c2nc(-c3ccccc3)cs2)C12CCCCC2 (stereo not drawn),0.8%,-26%,-1%,-2%,-6%,-4,7%[57.1 µM],-5,-10%
CN(c1ccc(C(=O)Nc2ccc3c(c2)OCO3)cc1)S(C)(=O)=O,-0.4%,-13%,1%,-3%,-4%,-1,-9%,-19,-3%
Cc1ccc(S(=O)(=O)N2CCC(C(=O)NCCc3ccccn3)CC2)cc1,-0.9%,-1%,-4%,23%,-2%,-3,-9%,1,0%
CCc1ccc2nc(SCC(=O)Nc3ccccc3N3CCOCC3)c(C#N)cc2c1,0.0%,-22%,1%,-8%,?,-6,-2%,2,10µM*
O=S(=O)(CCN1CCOCC1)c1ccc(Oc2ccc(S(=O)(=O)CCN3CCOCC3)cc2)cc1,-2.1%,-5%,-3%,3%,2%,-1,-7%,4,12%
COc1ccc(C(=O)NC(=S)N2CCCCC2)cc1[N+](=O)[O-],0.9%,-23%,-1%,-5%,-1%,-3,-1%,-4,1%
O=C(N/N=C/c1ccncc1)c1nc2ccccc2c(=O)[nH]1,-0.2%,-8%,2%,2%,-1%,-1,-6%,-5,7%
O=C(Nc1ccc(CN2CCOCC2)cc1)c1ccc(Cl)cc1Cl,3.5%,3%,8%,5%,2%,-8,-3%,3,1%
COc1ccc(CCNC(=O)C2CCN(S(=O)(=O)c3cccc4cccnc34)CC2)cc1OC,2.3%,-9%,-4%,0%,1%,2,-4%[57.1 µM],-6,0%
COc1ccc(CCNC(=O)Cn2c(-c3cccs3)cc3cc(F)ccc32)cc1OC,?,?,-2%,11%,-12%,-7,39%[activator],0,-5%
CC1S/C(=N/N=C/c2cccc([N+](=O)[O-])c2)NC1=O (stereo not drawn),3.5%,-13%,-4%,2%,0%,-4,-2%,-2,-2%
Cc1cc(=O)oc2cc3c(cc12)OCO3,5.5%,-15%,-2%,-7%,1%,4,634%[activator],3,-2%
Clc1ccc(-c2nnc(COc3ncnc4ccccc34)o2)cc1,12%,0%,-3%,0%,1%,-5,-4%,-5,9%
COc1cc(NC(=O)c2ccc([N+](=O)[O-])cc2)c(OC)cc1NC(=O)CC(C)C,-1.3%,-9%,-1%,3%,2%,-2,2%,8,0%
C=CCOc1ccc(CNC(C)(C)CO)cc1OC,-0.7%,1%,-3%,-6%,0%,-2,-3%,-10,5%
COc1ccc(S(=O)(=O)N(CC(=O)NCc2ccncc2)Cc2ccccc2)cc1,-1.9%,-12%,-7%,22%,1%,-17,3%,0,-21%
CCOC(=O)C1Cn2c(nc3c(c2=O)C(C)(CC)Cc2ccccc2-3)S1 (stereo not drawn),0.2%,-5%,-6%,-3%,0%,-1,15%,-10,0%
Nc1ccc(C(=O)OCC(=O)NC2CCS(=O)(=O)C2)cc1[N+](=O)[O-] (stereo not drawn),6.1%,-22%,-3%,-3%,2%,-5,2%,-2,3%
CCOC(=O)c1[nH]c(C)c(CCC(=O)N2CCN(c3cccc(C)c3C)CC2)c1C,0.5%,-22%,-3%,0%,-2%,0,0%[57.1 µM],-1,6%
CCN(Cc1ccccc1)C(=O)COC(=O)c1cc(=O)[nH]c2ccccc12,-0.9%,-14%,-2%,-2%,-1%,-21,9%,-8,-3%
Cc1cc(CNC(=O)COC(=O)C2CC3CCCC(C2)C3=O)cc(C)c1O (stereo not drawn),.,-13%,1%,-10%,-2%,-4,-3%,0,-3%
Fc1ccc(CNC(=S)NCc2cccc(Cl)c2)cc1,4.1%,-8%,-2%,-8%,2%,-8,-2%,3,?
CC12CCC(C(=O)NCc3ccco3)(OC1=O)C2(C)C (stereo not drawn),2.2%,-4%,-3%,-7%,2%,-3,10%,4,2%
CC(=O)NCN1CCN(CNC(C)=O)CC1,1.0%,-18%,0%,-4%,3%,-4,1%,7,3%

# Compound profiles (already shown). Screens in order: RXFP1 ag	USP1 inh	GRP78 ERSR act	mIDH1 inhibitor	Vif-A3G inh	LDHA inh	TrxR1 substrate	PI4K2A inh	Vif-A3F inh
# `CN(c1ccc(C(=O)Nc2ccc3c(c2)OCO3)cc1)S(C)(=O)=O` is listed as -0.4%	-13%	1%	-3%	-4%	-1	-9%	-19	-3%
# `Cc1ccc(S(=O)(=O)N2CCC(C(=O)NCCc3ccccn3)CC2)cc1` is listed as -0.9%	-1%	-4%	23%	-2%	-3	-9%	1	0%

# Other results.
SMILES,RXFP1 ag,USP1 inh,GRP78 ERSR act,mIDH1 inhibitor,Vif-A3G inh,LDHA inh,TrxR1 substrate,PI4K2A inh,Vif-A3F inh
COc1ccc(CNS(=O)(=O)c2ccc(-c3ccc(=O)[nH]n3)s2)cc1OC,3.2%,-22%,2%,0%,2%,-3,7%,2,0%
COc1cccc(-c2ccc3nccn3c2)c1,.,.,5%,.,-8%,7,.,-19,.
CCSc1nc(O)cc(=O)n1CC,1.6%,-6%,1%,1%,5%,-2,4%,-1,-8%
Cc1cccc(N2CCN(C(=O)C3CCCN(S(=O)(=O)c4cnc[nH]4)C3)CC2C)c1 (stereo not drawn),-1.3%,-3%,0%,-1%,-1%,11,3%[57.1 µM],-5,-8%
Cc1ccc(NC(=O)c2cc(S(=O)(=O)N3CCOCC3)cn2C)cc1Cl,2.1%,-17%,-2%,11%,-7%,-2,-7%[57.1 µM],-3,4%
CCCCNS(=O)(=O)c1ccc(NC(=O)C2c3ccccc3Oc3ccccc32)cc1,3.3%,-9%,-8%,-7%,0%,-5,1%[0.457 µM],2,2%
Cc1ccc(OCCn2cc(C(=O)c3cccs3)c3ccccc32)cc1,-2.1%,-12%,0%,0%,0%,-1,0%,-4,-6%
COc1ccccc1NC(C)C(=O)N/N=C/c1ccccc1OCc1cccc(Br)c1 (stereo not drawn),1.9%,-16%,-4%,2%,-14%,-2,6%[57.1 µM],-4,4%
CC(=O)Nc1ccc(S(=O)(=O)N2CCC(C(=O)c3ccc(F)cc3)CC2)cc1,0.1%,-11%,-5%,3%,-2%,3,-5%[57.1 µM],-6,0%
Cc1ccc(NC(=O)Cn2c(O)c(N=NS(=O)(=O)c3ccc(C)cc3)c3ccccc32)cc1,3.2%,2%,-3%,?,-6%,-4,-9%,24,7%
Cc1cccc(N2CCN(CC(=O)Nc3nccs3)CC2)c1C,-0.3%,-10%,-4%,-4%,0%,-3,0%,2,4%
C[C@H](CO)N1C[C@H](C)[C@H](CN(C)C(=O)NC2CCCCC2)Oc2cc(-c3cccnc3)ccc2S1(=O)=O,.,-21%,-3%,-7%,2%,-5,.,-3,-4%
CC1(C(=O)NS(=O)(=O)c2ccc(Cl)s2)CCN1C(=O)c1ccc(C2CCCCC2)cc1 (stereo not drawn),.,.,-1%,.,-6%,-4,.,-1,.
Cc1ccc(NC(=O)CCn2c(=O)c3cccn3c3ccccc32)cc1Cl,0.1%,-10%,-6%,16%,-13%,1,-5%,-1,-3%
CC(OC(=O)Cc1c[nH]c2ccccc12)C(=O)Nc1ccccc1[N+](=O)[O-] (stereo not drawn),4.2%,-13%,-2%,-8%,0%,-1,-4%[57.1 µM],1,-2%
CCN(CC(=O)Nc1ccc2c(c1)OCCO2)C(=O)CCOc1ccccc1,3.1%,-10%,-3%,12%,-7%,-6,4%,-6,-10%
O=c1o[nH]c(-c2ccccc2)c1N=Nc1c(F)cccc1Cl,-1.0%,-21%,4%,-4%,-2%,-4,-6%,0,-20%
O=C(NCc1ccc2c(c1)OCO2)C1CCN(S(=O)(=O)c2cccc3nsnc23)CC1,1.1%,-1%,-2%,9%,-1%,-3,-5%,-1,4%
COc1ccccc1N(C)S(=O)(=O)c1ccc(Cl)c(C(=O)N2CCC(C(N)=O)CC2)c1,2.2%,11%,-4%,0%,-1%,-10,3%[57.1 µM],-7,-10%
Cc1ccc(C)c(S(=O)(=O)N2CCN(c3ncccn3)CC2)c1,1.0%,-18%,-1%,2%,-3%,-7,3%[57.1 µM],-3,9%
N#Cc1cc(-c2ccc(Cl)cc2)cnc1Sc1ccc(F)cc1,3.4%,-15%,-4%,0%,-1%,-8,12%,1,2%
CCOC(=O)c1cnn(-c2ccccc2)c1-n1cccc1C(=O)C(=O)N(CC)CC,-0.1%,-20%,-1%,4%,1%,-6,-1%,3,0%

# Only part of the results is shown; the hit share may differ from the screen's.
